High-throughput results as filed in PubChem BioAssay.
Pol kappa inh: inhibitors of human DNA polymerase kappa; Q9UBT6; purified Pol kappa, fluorescent DNA synthesis assay, 10 min; Potency, µM (doses to about 107 µM), for the others: at the top dose activity, negative = inhibition, actives largely listed as inhibitors; 400,000 tested, 0.53% active; AID 588579; further: on the % scale 0 is the no-effect control and ±100 the full control effect
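Inhibition of 10 nM Pol kappa is measured by a fluorescent read-out at 0 and 10 min following addition of 50 nM substrate (final), with a 15-min room-temperature compound preincubation.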
APE1 inh: blocks human APE1 abasic DNA cleavage. recombinant APE1, TAMRA/BHQ-2 abasic DNA cleavage fluorescence. AID 2517. Potency, µM (titrated, usually from 65.8 µM), without a hit: top-dose activity change, negative = inhibition, actives largely listed as inhibitors. P27695. 350,000 tested, 0.35% active;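 further: plate controls were vehicle for no effect and reference inhibitor for full effect; nearly all actives have a fitted effect of over 55% in size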
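Measures dequenching upon AP-site incision of a 5'-TAMRA/3'-BHQ-2 THF-containing duplex, 50 nM; human APE1 0.75 nM after 15 min room-temperature exposure to compound; kinetic three-point read at one-minute spacing.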
BAZ2B block: blocks human BAZ2B. Q9UIF8. AlphaScreen BAZ2B-H3K14Ac peptide displacement. Potency, µM (titrated, usually from 114 µM), without a hit: at the top dose activity change, negative = inhibition, actives largely listed as inhibitors. 360,000 tested, 4.4% active. AID 504333; further: on the % scale 0 is the no-effect control and ±100 the full control effect; nearly all actives have a fitted effect of over 60% in size
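Compounds, titrated to a top concentration of 110 uM, were incubated 30 min at room temperature with preformed BAZ2B/acetyl-K14 H3 peptide complex (50 nM each). Proximity signal was measured by AlphaScreen after 20 min with beads.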
POLI inh: DNA polymerase iota (human) inhibition. Pol iota fluorescent replication assay, 10 min. 390,000 tested, 1% active. Potency, µM (highest dose often 115 µM), without a hit: at the highest dose activity, negative = inhibition, usual class: inhibitors. AID 588590. Q9UNA4
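Fluorescent replication assay read twice, at 0 min and 10 min after adding 50 nM (final) substrate. Enzyme (10 nM) and compounds were first incubated 15 min at room temperature; enzyme-free buffer wells were negative controls.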
G9a block: blocks human histone lysine methyltransferase G9a. G9a H3K9 monomethylation, AlphaScreen, 2 h. Potency, µM (doses to about 102 µM), for inactives: top-dose activity, negative = inhibition, hits mostly inhibitors. 350,000 tested, 8.8% active. AID 504332; further: on the % scale 0 is the no-effect control and ±100 the full control effect; nearly all actives have a fitted effect of over 75% in size
Target sequence (Q96KQ7 913-1193 limits assumed): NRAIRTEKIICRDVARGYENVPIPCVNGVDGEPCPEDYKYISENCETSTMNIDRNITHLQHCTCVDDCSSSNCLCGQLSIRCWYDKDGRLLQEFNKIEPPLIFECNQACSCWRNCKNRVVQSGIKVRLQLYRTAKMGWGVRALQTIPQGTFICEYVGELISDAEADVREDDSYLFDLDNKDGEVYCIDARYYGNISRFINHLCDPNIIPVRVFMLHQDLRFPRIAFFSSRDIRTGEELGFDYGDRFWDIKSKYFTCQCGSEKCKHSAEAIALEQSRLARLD
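AlphaScreen read-out: biotin-H3K9 peptide (500 nM) methylation by 20 nM enzyme with 20 uM SAM, 2 h at room temperature after 15 min compound preincubation; anti-monomethyl H3K9 antibody plus donor/acceptor beads, 10 min dark.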
Anesthetic bind: candidate novel general anesthetic via apoferritin binding; Potency, µM (highest dose often 77.5 µM), for the others: at the top dose activity change, negative = displacement, usual class: inhibitors; 350,000 tested, 0.074% active; P02791; apoferritin/1-aminoanthracene competitive binding, fluorescence; further: on the % scale 0 is the no-effect control and ±100 the full control effect; nearly all actives have a fitted effect of over 20% in size
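10 uM apoferritin + 50% sat. 1-AMA, PBS; cpd 10 min RT; Ex380/Em535 endpoint; normalized to free probe vs complex; 4-param Hill fit; propofol titration as pos. ctrl.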
BLM inh: blocks DNA unwinding by human BLM helicase; P54132; recombinant BLM DNA unwinding, fluorescence dequenching; Potency, µM (series often up to 56.1 µM), inactives show at the top dose activity change, negative = inhibition, actives largely listed as inhibitors; 350,000 tested, 0.2% active; AID 2528;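 further: plate controls were vehicle for no effect and no enzyme for full effect; nearly all actives have a fitted effect of over 35% in size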
POLH inh: DNA polymerase eta (human) inhibition; 390,000 tested, 1.2% active; Potency, µM (titrated, usually from 114 µM), for the others: at the highest dose activity change, negative = inhibition, most hits filed as inhibitors; recombinant Pol eta, fluorescent DNA replication assay; Q9Y253; further: on the % scale 0 is the no-effect control and ±100 the full control effect
Target sequence (Q9Y253 whole entry, looked up): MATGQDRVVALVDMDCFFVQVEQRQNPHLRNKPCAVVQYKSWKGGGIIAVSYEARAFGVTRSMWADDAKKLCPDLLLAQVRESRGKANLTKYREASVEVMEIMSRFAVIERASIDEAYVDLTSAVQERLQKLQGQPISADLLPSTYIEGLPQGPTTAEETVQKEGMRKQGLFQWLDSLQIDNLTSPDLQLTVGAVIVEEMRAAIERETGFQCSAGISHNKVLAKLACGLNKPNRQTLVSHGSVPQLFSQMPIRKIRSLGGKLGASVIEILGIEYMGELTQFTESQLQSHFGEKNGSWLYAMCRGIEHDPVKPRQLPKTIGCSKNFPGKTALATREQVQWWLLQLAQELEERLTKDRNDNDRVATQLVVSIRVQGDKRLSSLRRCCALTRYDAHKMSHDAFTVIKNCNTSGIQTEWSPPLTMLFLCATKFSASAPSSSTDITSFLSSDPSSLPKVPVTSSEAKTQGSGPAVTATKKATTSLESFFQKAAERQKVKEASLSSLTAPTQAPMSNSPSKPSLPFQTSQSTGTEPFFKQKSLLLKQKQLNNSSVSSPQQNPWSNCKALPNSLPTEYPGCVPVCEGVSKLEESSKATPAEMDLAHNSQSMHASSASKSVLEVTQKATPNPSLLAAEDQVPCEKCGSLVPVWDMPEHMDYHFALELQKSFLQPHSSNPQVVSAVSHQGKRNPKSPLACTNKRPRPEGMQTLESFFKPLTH
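Pol eta at 10 nM preincubated with compounds 15 min at room temperature; reaction started with fluorescent substrate (50 nM final) and read kinetically at 0 and 10 min.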
Pol beta inh: inhibitors of human DNA polymerase beta; P06746; Pol beta primer extension/strand displacement, fluorescence kinetic; Potency, µM (doses to about 114 µM), for inactives: top-dose activity change, negative = inhibition, hits mostly inhibitors; 340,000 tested, 1.3% active; AID 485314; further: on the % scale 0 is the no-effect control and ±100 the full control effect
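Values derive from four-parameter Hill fits of normalized kinetic data: reads at 0 and 10 min following addition of 50 nM substrate to 10 nM Pol beta preincubated 15 min with compound.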
* = called active by the depositor; u = inconclusive; x = no result given; & = joins results of further samples; [ ] = remark or other dose. The call rests on the fitted dose curve; in most records, active means well fitted curve in the direction sought with a large enough effect; inconclusive means small, poorly fitted or top-dose-only effect, or another doubt; inactive means no such curve, though single readings can be large; an effect the other way counts as inactive or inconclusive. Potency means the concentration at half of the fitted maximal effect.

SMILES	Pol kappa inh	APE1 inh	BAZ2B block	POLI inh	G9a block	Anesthetic bind	BLM inh	POLH inh	Pol beta inh
COc1ccc(N(CCN2C(=O)c3ccccc3C2=O)C(=O)c2cccc([N+](=O)[O-])c2)cc1	3%[60.1 µM]	3%	-31%	-15%	u	-19%	3%	u	0.16µM*
O=C(CN(C(=O)c1csnn1)c1cccc(F)c1)NCc1ccc(F)cc1	-14%	24%	9%	135%[activator]	x	-11%	-5%	-6%	36%
CC(C)Cc1nc(Cl)c(C#N)c2c1CCC2	-16%	6%	40%[activator]	0%	78%[activator]	3%	1%	-7%	-17%
CCCn1c(=O)c2ccccc2n2c(SCCOc3ccc(Cl)cc3)nnc12	-4%	4%	75%[activator]	17%	13%	-9%	3%	-3%	1%
CCOc1ccc(CC(=O)Nc2nnc3n2CCS3)cc1	-3%[60.1 µM]	x	11%	-7%	29%[59 µM]	60%[activator]	-2%	-1%	-17%
Cc1cc(NC(=O)CCNS(=O)(=O)c2cc(Br)cnc2N)ccc1Br	-7%	-1%	-2%	2%	6%	u	-7%	-6%	-1%
CC(C)c1cccc(C(C)C)c1NC(=O)CN1CCCC1	-7%	13%	2%	40%[activator]	24%	-1%	-2%	-12%	-9%
CCn1cc(CNC(=O)c2ccc(C)s2)cn1	-11%	-11%	-12%	23%	x	-4%	2%	1%	4%
CCCCc1cc(=O)oc2cc(C)cc(OCC(=O)Nc3ccccn3)c12	10%	42%[activator]	-10%	30%	12%	-8%	-2%	-2%	-7%
Cc1cc2cc(CNC(=O)Cc3ccc([N+](=O)[O-])cc3)ccc2[nH]1	-8%	-2%	-30%	-7%	8%	u	-2%	-5%	u
N#C/C(=C\c1ccc(-c2cccc([N+](=O)[O-])c2)o1)c1nnc(N2CCOCC2)n1-c1ccccc1	x	u	-32%	x	x	-19%	-1%	x	16%
N#Cc1cnn2c(-c3cccc(C(F)(F)F)c3)ccnc12	-5%	-4%	34%[activator]	1%	6%	2%	1%	-11%	-22%
COc1cc(CNCc2cccnc2)ccc1OCC(=O)NC(C)(C)C	-4%	4%	-34%	u	u	0%	-2%	2%	-27%
CCOc1cc(C2C(C#N)=C(N)SC(N)=C2C#N)ccc1OCCN1CCOCC1	-14%	-10%	-31%	49%	2.5µM*	-16%	-10%	0%	8%
Cc1nc(C)c(-c2csc(Nc3ccc(C(=O)O)c(O)c3)n2)s1	-26%	-11%	u	-19%	u	2%	-5%	u	-1%

An excerpt from above, limited to Pol kappa inh and BLM inh.
| SMILES | Pol kappa inh | BLM inh |
| --- | --- | --- |
| Cc1cc(NC(=O)CCNS(=O)(=O)c2cc(Br)cnc2N)ccc1Br | -7% | -7% |
| CC(C)c1cccc(C(C)C)c1NC(=O)CN1CCCC1 | -7% | -2% |
| CCn1cc(CNC(=O)c2ccc(C)s2)cn1 | -11% | 2% |
| CCCCc1cc(=O)oc2cc(C)cc(OCC(=O)Nc3ccccn3)c12 | 10% | -2% |

The list continues:
SMILES	Pol kappa inh	APE1 inh	BAZ2B block	POLI inh	G9a block	Anesthetic bind	BLM inh	POLH inh	Pol beta inh
CCOC(=O)c1c(NC(=O)c2cc3ccccc3c(=O)o2)sc2c1CCCC2	-8%	x	u	-3%	-2%[59 µM]	1%	-7%	-7%	18%
COc1ccccc1NS(=O)(=O)c1ccc(NN=C2CCCCC2)c([N+](=O)[O-])c1	-10%	10%	8.9µM*	25%	25µM*	-16%	-8%	-6%	39%
Cc1cc(NC(=O)c2ccccc2Cl)ccc1NC(=O)c1ccccc1Cl	4%	7%	-2%	-2%	x	-2%	-5%	-21%	0%
Cc1c(CCC(=O)O)c(=O)oc2cc3occ(-c4ccccc4)c3cc12	2%	11%	u	28%	x	-6%	2%	u	u
Cc1ccc[n+](CC(=O)Nc2ccc([N+](=O)[O-])cc2Cl)c1	-8%	0%	8%	27%	-5%[12.7 µM]	1%	18%	-16%	-21%
CCC(C)NC(=O)c1ccc(CSCc2ccc(Cl)cc2)o1 (configuration not stated)	5%	40%	1%	9%	9%	-7%	-8%	-7%	1%
Cc1cccc(S(=O)(=O)N(CC(=O)Nc2ccccc2C)Cc2ccco2)c1	-15%	-7%	-28%	0%	11%[12.7 µM]	-15%	-13%	-18%	-14%
COc1cc(NC(=O)CCS(=O)(=O)c2ccc3c(c2)n(C)c(=O)c(=O)n3C)cc(OC)c1	-15%&-6%	39%[activator]	-16%&-2%	-5%&-18%	18%	-3%&3%	3%&0%	-17%	u
CC(c1c(O)c2ccccc2[nH]c1=O)C1(C)CCC(O)C(C)(C)O1 (configuration not stated)	6%	-2%	-3%	-4%	8%[12.7 µM]	-13%	-9%	-10%	34%
O=C(c1ccnc(Cl)c1)N1CCCC(Nc2ccc(F)cc2)C1 (configuration not stated)	-8%	-12%	0%	-11%	-14%	-9%	-1%	-13%	-15%
CCOc1ccccc1C(=O)Oc1c(Sc2ccccc2)c(C)nn1C(C)(C)C	-13%	x	8%	0%	-1%[59 µM]	1%	-2%	-11%	20%
FC(F)(F)c1ccccc1NC(=S)N1CCN(c2ncccn2)CC1	5%	2%	-23%	-2%	x	-6%	-2%	-13%	-2%
O=C(CCCCl)Nc1nc(-c2ccc3c(c2)OCCO3)cs1	-11%	27%	-15%	-10%	-15%	-14%	-3%	-16%	0%
Cc1cc(C)cc(CC(Cc2nc3ccccc3[nH]2)c2nc3ccccc3[nH]2)c1 (configuration not stated)	-4%	u	-2%	u	u	-10%	-3%	-1%	3%
O=C(C(=O)N1CCCC1CO)N1CCCC1CO (configuration not stated)	-16%	-11%	3%	37%[activator]	12%[0.501 µM]	3%	0%	-7%	u

Three entries already listed, arranged by the value under BLM inh, high to low.
| molecule | Pol kappa inh | APE1 inh | BAZ2B block | POLI inh | G9a block | BLM inh | POLH inh |
| --- | --- | --- | --- | --- | --- | --- | --- |
| O=C(CCCCl)Nc1nc(-c2ccc3c(c2)OCCO3)cs1 | -11% | 27% | -15% | -10% | -15% | -3% | -16% |
| CCOC(=O)c1c(NC(=O)c2cc3ccccc3c(=O)o2)sc2c1CCCC2 | -8% | x | u | -3% | -2%[59 µM] | -7% | -7% |
| COc1ccccc1NS(=O)(=O)c1ccc(NN=C2CCCCC2)c([N+](=O)[O-])c1 | -10% | 10% | 8.9µM* | 25% | 25µM* | -8% | -6% |

(listing goes on)
SMILES	Pol kappa inh	APE1 inh	BAZ2B block	POLI inh	G9a block	Anesthetic bind	BLM inh	POLH inh	Pol beta inh
Nc1nc(N)c2sc3nc(C(F)(F)F)cc(C(F)(F)F)c3c2n1	-8%	u	-3%	17%	-12%[59 µM]	-18%	-4%	-18%	-11%
CCN1CCN(Cc2cc(=O)oc3ccc(C)cc23)CC1	-17%	-8%	-2%	10%	-18%	2%	1%	-4%	0%
CCOCCCN(C(=O)Cn1nnc(-c2ccc(C)o2)n1)C(C(=O)NCC1CCCO1)c1ccc(F)cc1 (configuration not stated)	-8%	2%	0%	56%[activator]	-2%[59 µM]	-6%	-1%	-25%	18%
CC(C)(C)NC(=O)CN(C(=O)c1snc(C(=O)NC2CCCCC2)c1N)c1ccc(F)cc1	-12%	20%	3%	-19%	21%	-7%	0%	-8%	0%
CCOC(=O)C1(CC2CCCCO2)CCN(S(=O)(=O)c2cc(C)cs2)CC1 (configuration not stated)	-11%	0%	-12%	51%[activator]	u	-8%	1%	-2%	-1%
Nc1nc(-c2ccco2)nn1C(=O)c1ccc(Cl)cc1	5%	-3%	-4%[57.1 µM]	-5%	15%[59 µM]	-8%	-3%	-8%	1%
Cc1cccc(C)c1NC(=O)CSc1n[nH]c(=O)n1C1CC1	0%	3%	x	29%	x	x	x	-18%	x
CC1CCCC(C)N1C(=O)CSc1nc2ncnc(N)c2[nH]1 (configuration not stated)	4%	3%	0%	4%	6%	-13%	1%	-1%	11%
CC/C(=C/c1sc2ccc(C)cc2[n+]1CCCS(=O)(=O)[O-])SC	-3%	-10%	u	u	45µM*	-10%	-3%	-17%	0%
CCN(CC)CCCNc1nc(CN2CCOCC2)nc2sc3c(c12)CCC3	-4%	-2%	-18%	20%	-37%	-3%	-6%	-16%	-3%
Cc1cccc(C)c1OCc1cc(C(=O)N(Cc2c(C)nn(C)c2C)C2CC2)no1	-13%	-20%	-23%	16%	24%	-2%	-3%	-19%	-30%
O=C(NCCS(=O)(=O)N1CCN(c2ccccc2)CC1)c1ccccc1F	-6%	-10%	-3%	41%[activator]	3%	x	x	-3%	x
C(=NC12CN3CN(CN(C3)C1)C2)c1ccc2c(c1)OCO2	0%	-1%	-1%	11%	-3%[12.7 µM]	-9%	-1%	1%	25%

Grouped by structure, the compounds so far with a tert-butyl group (3)
SMILES	Pol kappa inh	APE1 inh	BAZ2B block	POLI inh	G9a block	Anesthetic bind	BLM inh	POLH inh	Pol beta inh
COc1cc(CNCc2cccnc2)ccc1OCC(=O)NC(C)(C)C	-4%	4%	-34%	u	u	0%	-2%	2%	-27%
CCOc1ccccc1C(=O)Oc1c(Sc2ccccc2)c(C)nn1C(C)(C)C	-13%	x	8%	0%	-1%[59 µM]	1%	-2%	-11%	20%
CC(C)(C)NC(=O)CN(C(=O)c1snc(C(=O)NC2CCCCC2)c1N)c1ccc(F)cc1	-12%	20%	3%	-19%	21%	-7%	0%	-8%	0%

A portion of the library; count on the stated rates, not on these rows.
